Bioassay records from PubChem.
miR-122 sensor – miR-122 Renilla sensor signal increase in Huh7, primary screen, miR-122 inhibitor project, cell-based, single point, plate reader | Huh7 miR-122 Renilla luciferase sensor, 48 h; neutral wells = 0, positive control = 100 | activation (reporter increase), % at 12.5 µM | 0.3% of 340,000 active | AID 602342, 2012;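 active means mean replicate activation score at least 90 and every replicate individually at or above 90; inconclusive means only one of the two criteria met; inactive means neither criterion met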;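 further: higher luciferase means less miR-122 activity so hits act as miR-122 inhibitors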
CFTR F508del cor – F508del CFTR correction, initial screen, CFBE line, single point; AID 720511, 2013; CFBE cells, YFP halide quenching; stimulated with forskolin plus potentiator P3; % fluorescence drop versus neutral controls; 0.36% of 350,000 active; activity (quench increase), % at 7.58 µM;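 active means mean added fluorescence quench of at least 8% versus neutral control, with both replicates also reaching 8%; inconclusive means only one of the mean or replicate conditions met; inactive means mean below 8% and not both replicates reaching 8%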;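 further: cells transiently co-express mutant CFTR-F508del with the halide-sensitive YFP; corrector assay measuring rescue of mutant channel to the surface after 24 h compound exposure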
DENV2 CPE rescue – inhibitors of DENV2 cytopathic effect, primary screen, cell-based, plate reader, single concentration. DENV2-infected cells, cytopathic effect rescue. 1.7% of 350,000 active. CPE inhibition, % at 9.99 µM; in the data active means CPE inhibition above about 20%, passing the limit was not always enough; inconclusive means no clear call, values can overlap the other calls; tested in BHK-21 cells;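 further: 0% = median of neutral control wells and 100% = median of positive control wells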
FN deposition inh – inhibitors of fibronectin matrix deposition, primary screen, AH1F cells, Alexa488-fibronectin fluorescence, plate reader; AID 743247, 2014; 0.086% of 350,000 active; AH1F fibroblasts, overnight; inhibition, % at 12.6 µM;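 active means mean inhibition across replicates of 30% or more, regardless of how many single replicates reach that level; inconclusive means mean under 30% yet at least half of replicates reach 30%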;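 further: positive control wells lacked labelled fibronectin entirely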
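Material: AH1F fibroblast monolayer depositing Alexa488-labelled fibronectin into matrix / Amount: 10000 AH1F cells per well / Signal: fluorescence 485/525 nm / Medium: DMEM, 2% serum / Compound: single dose, pinned / Incubation: 1 h cell adhesion before compound, then overnight fibronectin incubation / Reagent: Alexa488-FN, 24 nM final / Read-out: inhibition of fibronectin deposition signal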
PAX8 inh HTS – inhibitors of PAX8-driven TPO luciferase reporter, primary screen, RMG-I cells, single concentration. SteadyGlo, 24 h. inhibition, % at 12.6 µM. 1.2% of 360,000 active. AID 652154, 2013;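 active means mean replicate inhibition at least 60% with every replicate also reaching 60%; inconclusive means only one of the two criteria is met; inactive means mean below 60% and not all replicates reaching 60%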;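 further: luciferase light reporting Pax8 driven TPO promoter activity; plate controls were median of neutral control wells for no effect and mitoxantrone controls for full effect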
EWS-Fli block – EWS/Fli-driven NR0B1 reporter inhibitors, primary screen, A673 cells, NR0B1 luciferase, luminescence, MLPCN library; viability-normalised; inhibition, % at 12.6 µM; 0.67% of 350,000 active; AID 651661, 2012;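 active means mean inhibition of at least 50% after viability correction, with every replicate also passing that limit; inconclusive means mean reaches 50% but only one of two replicates passes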;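 further: firefly luciferase signal divided by Alamar Blue viability fluorescence both relative to DMSO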
INS-1E GSIS act – GLuc luminescence reporter in INS-1E cells, primary screen for activators of glucose-dependent secretion of insulin | activation, % at 16.6 µM | AID 743287, 2014 | 0.61% of 370,000 active | INS-1E GLuc reporter insulin secretion, 2-3 h;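 active means lowest replicate activation of at least 40%, so every replicate reaches that level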;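 further: 0% = median of neutral control wells and 100% = median of IBMX positive control wells; some compounds called inactive have numbers as strong as hits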
Numbers without * were called inactive; u = inconclusive; x = no result given; [ ] = dose if it differs, or a comment. No enrichment for hits. Share with any hit: about 3.9%.

SMILES	miR-122 sensor	CFTR F508del cor	DENV2 CPE rescue	FN deposition inh	PAX8 inh HTS	EWS-Fli block	INS-1E GSIS act
CC1C=CCC2C(=O)N(c3cc(Cl)ccc3O)C(=O)C12 (configuration not stated)	1	0.7	-7	-6	-6	11	12
CO[C@H]1CN(C)C(=O)c2cc(NS(=O)(=O)c3ccccc3)ccc2OC[C@H](C)N(C)C[C@H]1C	1[16.7 µM]	x	27*	0	-1	0	4
C[C@@H](c1ccccc1)N1C[C@H](COCc2ccccc2)Oc2cc(N3CC[C@H](O)C3)ccc2S1(=O)=O	x	2.1	15	-7	25	5	-4
COc1ccc(NC(=O)N[C@@H]2C=C[C@@H](CC(=O)NC3CCCCC3)O[C@H]2CO)cc1	x	1.1	16	-4	6	-9	10
Cc1ccc(N(C(=O)c2snc(C(N)=O)c2N)C(C(=O)NCc2ccccc2)c2ccncc2)c(C)c1 (configuration not stated)	-11	-0.1	6	-5	-10	6	-14
COc1cc(CN2CCC(n3nccc3NC(=O)c3ccc4c(c3)OCO4)CC2)ccc1O	15	0.1	0	0	25	x	5
Cc1cccc(Cc2nnc(CCC(=O)N(C)C3CCOC3)o2)c1 (configuration not stated)	-1	-1.6	-1	-5	-48	-22	4
S=c1[nH]nc(CCc2nc3ccccc3[nH]2)n1-c1ccccc1	x	x	0	4	-4	1	-1
C[C@@H]1CN([C@H](C)CO)S(=O)(=O)c2ccc(C#CC3CCCC3)cc2O[C@@H]1CN(C)C(=O)C1CC1	-10[16.7 µM]	-2.1	6	x	x	10	-14
Cc1cccc2nc(-c3cccnc3)c(NCCC(C)C)n12	x	0.5	13	-3	-18	7	18
COc1ccc(CC(=O)Nn2c(-c3ccccc3)nc3ccccc3c2=O)cc1	x	-0.5	x	-2	-8	12	-15
CCOc1ccc(-c2c(C(=O)N/N=C/c3ccc(Cl)cc3)nnn2-c2nonc2N)cc1	x	2.4	-4	10	-59	-12	-19
O=C(C[C@H]1C[C@H]2c3cc(NS(=O)(=O)c4ccc(F)cc4)ccc3O[C@H]2[C@@H](CO)O1)NCc1cccc(F)c1	5[16.7 µM]	-2.5	-2	-17	13	9	-10
CSc1ncccc1C(=O)NCCc1ccccc1	-3	1.0	1	-6	-18	-6	-4
Cc1ccc(S(=O)(=O)N2CCCCC2C(=O)N2CCN(c3ccccc3F)CC2)cc1 (configuration not stated)	x	-3.6	2	x	x	9	-38

Continued, starting with the last two of the part before.
SMILES	miR-122 sensor	CFTR F508del cor	DENV2 CPE rescue	FN deposition inh	PAX8 inh HTS	EWS-Fli block	INS-1E GSIS act
CSc1ncccc1C(=O)NCCc1ccccc1	-3	1.0	1	-6	-18	-6	-4
Cc1ccc(S(=O)(=O)N2CCCCC2C(=O)N2CCN(c3ccccc3F)CC2)cc1 (configuration not stated)	x	-3.6	2	x	x	9	-38
COc1ccc(CNC(=O)/C=C/c2cc([N+](=O)[O-])ccc2OC(F)F)cc1OC	-5	x	x	10	x	x	22
O=[N+]([O-])c1ccccc1S(=O)(=O)NCc1ccc(F)cc1	24	1.4	-3	-1	-7	-12	4
C[C@H](CO)N1C[C@H](C)[C@@H](CN(C)Cc2ccc(C(F)(F)F)cc2)Oc2ccc(NC(=O)Cc3ccccc3)cc2CC1=O	3[16.7 µM]	2.1	-11	-9	52	x	-33
CC(C)CCNc1ncnc2c1cnn2Cc1ccccc1Cl	x	-0.6	0	10	-7	2	-35
C[C@H]1CN([C@@H](C)CO)C(=O)c2cc(C3=CCCC3)cnc2O[C@H]1CN(C)C(=O)c1ccccn1	-6[16.7 µM]	-1.3	-3	x	-6	-7	8
Cc1ccc(SCC(=O)NCCN2C(=O)CSC2=O)c(C)c1	-2	x	x	6	13	x	x
COC(=O)c1cccc(C23CC4(C2)[C@H](CN(Cc2cccnc2)[C@@H]4c2ccccc2)C3c2ccccc2)c1 (some centres not stated)	x	0.1	1	-8	10	2	-2
COc1ccc(S(=O)(=O)N2CCOCC2)cc1NC(=O)CSc1nnc2n1CCCCC2	4	-0.2	-5	2	-1	1	14
C[C@@H]1CCCCO[C@@H](CN(C)C(=O)CCC(F)(F)F)[C@H](C)CN([C@@H](C)CO)C(=O)c2cc(NS(=O)(=O)c3ccc(F)cc3)ccc2O1	-2[16.7 µM]	-2.2	-4	-17	-3	-11	-5
Cn1c(NC(=O)CC(C)(C)C)cc(=O)n(C)c1=O	-5	-0.6	8	-2	-2	-3	-3
Cc1cc(C)n(CCCN2C(=O)c3cccc4cccc(c34)C2=O)n1	x	-0.7	-3	-1	5	0	15
O=C(C[C@H]1C=C[C@@H](NC(=O)Nc2ccccc2F)[C@@H](CO)O1)NCc1ccc(-c2ccccc2)cc1	x	-1.3	u	11	x	-9	-24
O=C(c1cccc(C(=O)N2CCC(O)(c3ccccc3)CC2)c1)N1CCC(O)(c2ccccc2)CC1	16	4.3	3	3	13	18	1
CCOC(=O)C1(C)CCCCCN1C(=O)c1ccc(OC)c(C(F)(F)F)c1 (configuration not stated)	8	0.6	-6	-10	0	1	-8
Cc1ccc(/C([O-])=C(/C(=S)NCc2ccc3c(c2)OCO3)[n+]2ccc(N(C)C)cc2)c(C)c1	x	-1.1	1	0	10	15	-5
CC1CCCC(C)N1C(=O)COC(=O)CNC(=O)c1ccc(Cl)cc1Cl (configuration not stated)	x	1.4	-6	3	x	-3	6
CNC(=O)CN(c1cccc2ccccc12)S(C)(=O)=O	1	x	x	0	-2	x	x
Cc1ccccc1OCC(=O)Nc1ccccc1-c1ccccc1NC(=O)COc1ccccc1C	-11	x	x	-7	43	x	-35
CN(CC(=O)Nc1ccccc1C(F)(F)F)C(=O)Cc1ccccc1F	-1	-1.8	-3	-7	17	1	11
COc1cccc(C2NC(=S)N(Cc3ccc(Br)cc3)C(C)=C2C(C)=O)c1 (configuration not stated)	x	4.1	-8	-8	9	4	-21
COc1ccc(C=O)cc1Cn1cnc2c(cnn2C)c1=O	x	-2.5	3	7	13	7	7
CC(OC(=O)[C@@H](NC(=O)c1ccco1)C(C)C)C(=O)Nc1ncc(Cl)cc1Cl (some centres not stated)	-7	2.5	x	-1	5	-8	-4
S=c1[nH]nc([C@@H]2C[C@H]2c2ccccc2)n1-c1ccccc1	2	x	x	1	12	x	2
Cc1ccc(NC(=O)C(C)OC(=O)CCC2CCCCC2)cc1 (configuration not stated)	2	-0.3	0	-7	-7	-7	-12
Fc1cccc(Cl)c1C1Nc2cccc3cccc(c23)N1	-1	-6.7	-4	-3	15	21	-4
COc1ccccc1NC(=O)/C(C#N)=C/c1ccncc1	x	-1.5	0	x	3	5	5
Cc1ccc(C2(COC(=O)C(C)C)CO2)c(OC(=O)C(C)C)c1 (configuration not stated)	0	2.9	8	x	x	-1	x
CCOC(=O)C1CCN(S(=O)(=O)c2c(C)[nH]c(C)c2C(=O)N2CCCC2)CC1	-5	0.7	-2	0	5	x	11
COc1ccc2oc(C(=O)NC(C)c3ccccn3)c(C)c2c1 (configuration not stated)	7	-1.9	-2	11	-12	-6	11
CCC(=O)N1[C@H](CO)[C@@H]2c3ccccc3N(S(=O)(=O)c3ccccc3F)C[C@@H]21	-17[16.7 µM]	1.9	7	x	-16	1	4
CNC(=O)NC(=O)C(OC(=O)Cc1cccc(C(F)(F)F)c1)c1ccccc1 (configuration not stated)	-2	-1.1	-1	-5	9	1	9
CCCn1c(N)c(N(CCOC)C(=O)CSc2c(Cl)cccc2Cl)c(=O)[nH]c1=O	x	0.4	-8	-17	-7	-3	25
COc1ccc(N2CCN(C(=O)c3ccc(CNS(=O)(=O)c4cc(C)ccc4C)cc3)CC2)cc1	x	-1.7	0	-4	21	7	10
COCCNC(=O)C[C@H]1C[C@@H]2c3cc(N(C)C)ccc3O[C@@H]2[C@@H](CO)O1	2[16.7 µM]	1.8	-6	x	-31	-4	10
C[C@@H]1CCCCO[C@H](CN(C)Cc2ccc(C(=O)O)cc2)[C@H](C)CN([C@@H](C)CO)C(=O)c2cc(NS(=O)(=O)c3cccs3)ccc2O1	1[16.7 µM]	0.6	u	x	3	-8	26
COCCSc1nnc(NC(=O)c2ccc(NC(=O)C(C)C)cc2)s1	20	0.8	7	0	-12	-4	13
N#Cc1c(-c2ccco2)cc(-c2ccccc2)[nH]c1=O	-4	1.0	-2	0	-13	3	0
Cc1ccc(S(=O)(=O)c2nc(S(C)(=O)=O)sc2N2CCCCCC2)cc1	33	1.4	10	3	27	x	25
Cc1ccc(/C=N/Nc2ccc(F)cc2F)s1	8	-0.2	14	-2	-17	-4	0
COc1ccccc1NS(=O)(=O)c1ccc(-c2cc(C)no2)s1	35	2.4	-1	-6	22	x	1
O=C(Cn1c2ccccc2c(=O)c2ccccc21)N/N=C/c1cc([N+](=O)[O-])ccc1N1CCCCC1	3	x	x	0	7	x	-10
C[C@@H]1CCCCO[C@H](CN(C)C(=O)Nc2ccc3c(c2)OCO3)[C@@H](C)CN([C@H](C)CO)C(=O)c2cc(NS(=O)(=O)c3ccccc3)ccc2O1	11[16.7 µM]	0.1	3	0	-19	-5	5
CC1CN(S(=O)(=O)c2ccc(C(=O)Nc3nncs3)cc2)CC(C)O1 (configuration not stated)	-3	-1.2	11	-8	-10	9	-20
COc1cccc(NC(=O)N(C)C[C@H]2Oc3cc(-c4ccccc4OC)ccc3S(=O)(=O)N([C@@H](C)CO)C[C@H]2C)c1	14[16.7 µM]	0.1	-1	x	30	6	-24
COc1cccc(-c2nc(N3CCN(C)CC3)c3ccccc3n2)c1O	6	14*	4	7	-55	6	-2
C[C@H](CO)N1C[C@H](C)[C@H](CN(C)C(=O)Nc2cccc3ccccc23)Oc2ccc(NC(=O)c3ccncc3)cc2CC1=O	-4[16.7 µM]	5.8	13	6	24	9	-5
C=CCNC(=O)CN1C(=O)C2C3c4ccccc4C(c4ccccc43)C2C1=O (configuration not stated)	x	0.7	1	-3	12	8	-11
CN1c2ccc(Br)cc2[C@H]2[C@H](CCN2C(=O)C2CCCC2)[C@H]1CO	x	0.4	8	12	x	-7	-28
Cn1c(=O)c2[nH]c(CSCc3ccccc3)nc2n(C)c1=O	x	3.0	-1	21	-2	0	3
Nc1c(C(=O)Nc2ccc(F)cc2)nnn1-c1cccc(C(F)(F)F)c1	-6	1.2	2	2	-19	-24	-27
CCc1ccc(NC(=O)Cn2cnc3sc(C)c(S(=O)(=O)N4CCOCC4)c3c2=O)cc1	6	-1.1	3	-17	-5	-5	-26
COc1ccc(CC(=O)N(CCC2=CCCCC2)c2c(N)n(Cc3ccccc3)c(=O)[nH]c2=O)cc1OC	-4	2.2	-5	x	9	-8	-2
O=C(C[C@H]1C[C@H]2c3cc(NC(=O)NC4CCCC4)ccc3O[C@H]2[C@H](CO)O1)NCc1ccc(Cl)cc1	12[16.7 µM]	0.5	-3	-13	x	2	1
CCOC(=O)[C@H]1[C@H]2COc3ccccc3[C@@H]2N2C(=O)c3cc(OC)ccc3NC(=O)[C@@]12C	-7	-7.9	3	4	-6	1	-16
CNC[C@@H]1OCCCC[C@@H](C)Oc2ccc(NC(=O)Cc3ccccc3)cc2C(=O)N([C@H](C)CO)C[C@@H]1C	7[16.7 µM]	1.9	5	x	-9	-3	9
CCC(CO)Oc1cc(NCc2ccccc2C(F)(F)F)c2ncn(C(C)C)c2c1 (configuration not stated)	-1	2.3	-2	0	17	0	-21
CC(/C=C/c1ccccc1)=N\NC(=S)NC(C)C	-2	2.5	16	x	-11	12	-22
